ALOX15B inhib = qHTS Assay for Inhibitors of 15-hLO-2 (15-human lipoxygenase 2); Polyunsaturated fatty acid lipoxygenase ALOX15B (Homo sapiens), O15296; purified 15hLO-2, xylenol orange hydroperoxide absorbance; Potency, µM (doses to about 57.1 µM), for the others: at the top dose activity change, negative = inhibition, hits mostly inhibitors; actives 0.56% (n = 110,000); AID 881, 2007; also: potency is read from the fitted curve at half-maximal effect; nearly all actives have a fitted effect of over 60% in size; many of its hits are not listed in these tables
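Enzyme 50 nM, AA 45 uM, 25 mM Hepes pH 7.5 + 0.01% Triton X-100; cpd preinc 15 min RT, rxn 90 min RT; stop/detect with 200 uM XO + 300 uM Fe(II) in 50 mM H2SO4, 30 min; A573/A405.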
IMPase inh = qHTS Assay for Identifying the Cell-Membrane Permeable IMPase Inhibitors; AID 901, 2007; inhibition (IP1 accumulation), % at 46.1 µM; 120,000 tested, under 10 active; Inositol monophosphatase 1 (Rattus norvegicus), P97697; CHO-M1 cells, IP1 accumulation, HTRF TR-FRET ratio; active = well fitted curve in the direction sought with a large enough effect in the signal ratio, not every such curve was filed as active; inconclusive = small, poorly fitted or top-dose-only effect, or a change in a side signal; inactive = no such curve, though single readings can be large or run the other way; the % refers to the signal ratio;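 also: cells stimulated with carbachol in lithium chloride buffer; plate controls were DMSO basal wells for no effect and reference inhibitor wells for full effect; higher means more IMPase inhibition seen as more IP1 and lower FRET ratio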
Target sequence (P97697 whole entry, looked up): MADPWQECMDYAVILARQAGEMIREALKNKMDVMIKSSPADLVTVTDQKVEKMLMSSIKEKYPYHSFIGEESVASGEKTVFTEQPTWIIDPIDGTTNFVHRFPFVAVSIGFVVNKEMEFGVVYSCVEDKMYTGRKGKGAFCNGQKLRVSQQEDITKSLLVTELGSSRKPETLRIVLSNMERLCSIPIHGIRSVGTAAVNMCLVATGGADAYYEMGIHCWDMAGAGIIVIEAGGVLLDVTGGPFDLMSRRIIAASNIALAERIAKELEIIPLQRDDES
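Carbachol-driven Gq signalling in CHO-M1 cells (2000/well) generates IP1. Compounds that block IMPase raise IP1 and so reduce the FRET signal from Eu-anti-IP1 and d2-IP1 after a 10 min room-temperature lysis.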
ALOX12 inhib = qHTS Assay for Inhibitors of 12-hLO (12-human lipoxygenase); Polyunsaturated fatty acid lipoxygenase ALOX12 (Homo sapiens), P18054; purified 12-hLO, xylenol orange hydroperoxide absorbance; Potency, µM (doses to about 57.1 µM), for inactives: top-dose activity change, negative = inhibition, most hits filed as inhibitors; actives 0.12% (n = 150,000); also: potency is read from the fitted curve at half-maximal effect; nearly all actives have a fitted effect of over 55% in size; many of its hits are not listed in these tables
Target sequence (P18054 whole entry, looked up): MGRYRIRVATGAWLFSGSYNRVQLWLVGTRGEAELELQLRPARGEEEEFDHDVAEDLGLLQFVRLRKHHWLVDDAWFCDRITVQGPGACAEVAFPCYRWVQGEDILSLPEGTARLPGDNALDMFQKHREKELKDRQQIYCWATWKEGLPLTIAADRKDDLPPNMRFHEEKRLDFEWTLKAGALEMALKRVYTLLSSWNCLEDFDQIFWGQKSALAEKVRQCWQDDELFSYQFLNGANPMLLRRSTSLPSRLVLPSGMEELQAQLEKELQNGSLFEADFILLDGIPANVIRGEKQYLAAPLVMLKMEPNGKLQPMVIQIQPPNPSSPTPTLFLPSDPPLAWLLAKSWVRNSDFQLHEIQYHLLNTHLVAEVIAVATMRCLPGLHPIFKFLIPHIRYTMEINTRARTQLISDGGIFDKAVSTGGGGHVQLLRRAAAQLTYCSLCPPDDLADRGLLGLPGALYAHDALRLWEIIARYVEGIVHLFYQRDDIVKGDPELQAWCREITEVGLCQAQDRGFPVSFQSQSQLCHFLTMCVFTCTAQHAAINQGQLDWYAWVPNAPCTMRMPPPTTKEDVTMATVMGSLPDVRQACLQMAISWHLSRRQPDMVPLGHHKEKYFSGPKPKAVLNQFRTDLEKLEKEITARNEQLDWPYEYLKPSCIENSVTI
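Purified human 12hLO (150 nM), preincubated 15 min with compound, then 40 uM arachidonic acid for 30 min, room temperature, Hepes pH 7.0 with 0.01% Triton X-100. Hydroperoxide detected by ferrous iron/xylenol orange; 573/405 nm absorbance ratio gives reaction progress.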
PNC assembly inh = High Content Assay for Compounds that inhibit the Assembly of the Perinucleolar Compartment; PC3M PTB-GFP, PNC prevalence imaging, 16 h; hits give low values; activity change (PNC), negative = inhibition, % at 10 µM; actives 3.1% (n = 140,000);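 active = readout at or below -70, meaning at least 70% loss of cells showing the perinucleolar compartment, a nuclear body marking cancer cells; inconclusive = readout between -30 and a set limit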;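 also: plate controls were DMSO wells for no effect and camptothecin positive control wells for full effect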
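Read-out is percentage of cells bearing a perinucleolar compartment, from automated 20x imaging of fixed, Hoechst-stained PC3M PTB-GFP cells. Cells were seeded 4 h, then exposed 16 h to compound (23 nl of library stock) in duplicate plates.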
Active calls of the source: *; u = inconclusive; x = no result given; [ ] = remark or other dose. Unless noted, calls follow the shape of the dose curve; as a rule, active = well fitted curve in the direction sought with a large enough effect; inconclusive = small, poorly fitted or top-dose-only effect, or another doubt; inactive = no such curve, though single readings can be large; an effect the other way counts as inactive or inconclusive. Unless noted, % is scaled to controls: 0 for no effect and ±100 for the full control effect.

Below each SMILES – ALOX15B inhib, IMPase inh, ALOX12 inhib, PNC assembly inh
Cc1cc(Oc2nnnn2-c2ccccc2)ccc1Cl
    1%, 3, -1%, 4
N#CCC(CNc1ncc(C(F)(F)F)cc1Cl)OC(=O)c1cccc(C(F)(F)F)c1 (stereo unspecified)
    1%, -5, -3%, u
COc1ccc(Cl)cc1C(=O)NNC(=S)NC(=O)c1cc(-c2ccc(Cl)cc2)nc2ccccc12
    -30%, -3, 2%, 42
CC1CC(=O)N(CC(=O)NCc2ccc3c(c2)OCO3)c2ccccc2S1 (stereo unspecified)
    1%, -8, -4%, u
CC1=C(C#N)C(Nc2cc(C)ccn2)(C(F)(F)F)C(=O)N1 (stereo unspecified)
    8%, 0, 19%, 28
CCOC(=O)CNc1c(-c2ccccc2)nc2ccc(Cl)cn12
    18%, -13, 3%, 66
Cc1ccc2nc(SC(C)C(=O)NC3CCCc4ccccc43)[nH]c2c1 (stereo unspecified)
    x, -1, -4%, u
Cc1noc2nc(-c3cccs3)cc(-c3nnc4n3CCCCC4)c12
    7%, -11, -3%, 27
COc1ccc(NC(=O)C23CC4CC(C2)CC(n2cnc(Br)n2)(C4)C3)cc1OC
    10%, 0, -4%, -30
O=Cc1ccc(O)c(O)c1
    x, x, -17%, 15
CSCCC(N=Cc1c(O)n(-c2ccc(F)cc2)c(=O)[nH]c1=O)C(=O)O (stereo unspecified)
    3%, -3, 5%, u
CC(C)CN1C(=O)NC(NC(=O)c2cccs2)(C(F)(F)F)C1=O (stereo unspecified)
    4%, 9, -8%, u
CCSc1nc2n(n1)C(c1cccc(F)c1)C1=C(CCCC1=O)N2 (stereo unspecified)
    -1%, 10, -2%, u
O=C(Nc1ccon1)c1cc2c(s1)CCCC2
    -6%, -3, -4%, -24
CCn1ncc(/C=N/NC(=O)c2ccc3c(c2)OCO3)c1C
    8%, 3, 4%, u
CCS(=O)(=O)N1CCN(c2cccc(C)c2C)CC1
    4%, -10, -11%, u
O=C(/C=C(\c1ccc(Cl)cc1)n1cncn1)c1ccc(Cl)cc1
    1%, 8, -3%, -18
Nc1nc(SCc2ccccc2Cl)n[nH]1
    -2%, -5, -1%, 0
Cc1cccc(NC(=O)Nc2ccc(C)cc2Br)c1
    x, -10, -3%, u
COCCN(C(=O)c1ccco1)C(C(=O)NC1CCCC1)c1cccs1 (stereo unspecified)
    x, 3, 2%, -3

Structural class, those above containing an NH in an aromatic ring.
Below each SMILES – ALOX15B inhib, IMPase inh, ALOX12 inhib, PNC assembly inh
Cc1ccc2nc(SC(C)C(=O)NC3CCCc4ccccc43)[nH]c2c1 (stereo unspecified)
    x, -1, -4%, u
CSCCC(N=Cc1c(O)n(-c2ccc(F)cc2)c(=O)[nH]c1=O)C(=O)O (stereo unspecified)
    3%, -3, 5%, u
Nc1nc(SCc2ccccc2Cl)n[nH]1
    -2%, -5, -1%, 0

The listing picks up; the 2 compounds before the break are reprinted first.
Below each SMILES – ALOX15B inhib, IMPase inh, ALOX12 inhib, PNC assembly inh
Cc1cccc(NC(=O)Nc2ccc(C)cc2Br)c1
    x, -10, -3%, u
COCCN(C(=O)c1ccco1)C(C(=O)NC1CCCC1)c1cccs1 (stereo unspecified)
    x, 3, 2%, -3
CC(C)(C)OC(=O)N1CCN(c2ccc(NC(=O)Cn3nnc(-c4ccccc4)n3)cc2)CC1
    x, -7, 3%, u
Cc1ccc(-c2csc3nc(C)n(-n4c(C)ccc4C)c(=O)c23)o1
    -26%, 6, u, 7
N#Cc1ccccc1NC(=O)Nc1cccs1
    -7%, -4, 1%, 82
COc1cccc(CNC(=O)c2nnn(CC(=O)Nc3ccc(C)c(C)c3)c2N)c1
    -13%, -4, -4%, 27
CCOCc1cnc(C)nc1NCC(=O)c1c(C)n(C)c2ccc(OC)cc12
    u, 4, -11%, 6
CCn1c2ccc(/C(C)=N\O)cc2c2cc(/C(C)=N\O)ccc21
    -13%, u, -8%, -22
O=C(Cc1ccc(F)cc1)c1ccc(O)cc1O
    -4%, 0, -5%, -26
O=c1c2cccnc2[nH]c(=S)n1CCCN1CCN(c2ccc(F)cc2)CC1
    16%, 1, 1%, 4
CC(C)C(CCNC(=O)CN1C(=O)c2ccccc2C1=O)c1ccco1 (stereo unspecified)
    -4%, 6, -7%, -9
COC(=O)/C(=C1/Oc2ccc(C)cc2S1)C(F)(F)F
    x, x, 2%, u
CN(C)C(=O)c1nc2ccccc2s1
    x, x, 0%, -20
CCOC(=O)c1cnc(SCC(=O)Nc2ccc3c(c2)OCCO3)nc1N
    -5%, 7, 2%, -26
CCC(C)(C)NC(=S)Nc1ccc(-c2nc3ccc(C)cc3s2)cc1
    x, x, -2%, 27
O=C(CN(C(=O)Cn1nnc(-c2ccc(F)cc2)n1)C1CCCC1)NC1CCCC1
    -5%, -4, 2%, u
COc1ccc(OC)c(CNn2c(-c3cccc(C)c3)nc3ccccc3c2=O)c1
    1%, 6, 4%, 12
COc1ccc(/C(N)=N/OC(=O)Cc2ccc(C)cc2)cc1OC
    x, x, -4%, 2
COc1ccccc1CC(=O)Nc1ccc2c(c1)CCC2
    x, 9, -5%, u
COCn1c(-c2ccccc2)nc2ccccc21
    -3%, -2, -6%, u
CC(=N[C@@H]1CCCC[C@H]1N=C(C)c1ccccc1O)c1ccccc1O
    x, x, -2%, -8
COCCNC(=O)C(c1cccs1)N(C(=O)Cn1nnc2ccccc21)c1ccc(OC)cc1 (stereo unspecified)
    x, 0, 3%, u
C=CCN(CC=C)Cc1ccc(C(=O)OC)o1
    -2%, 1, 2%, -18
Cc1ccn2cc(C(=O)NC3CCN(Cc4ccccc4)CC3)nc2c1
    24%, 6, -5%, 11
O=C1C=C(NCc2ccco2)CC(c2ccc(Cl)cc2)C1 (stereo unspecified)
    -13%, -5, -12%, u
Cc1cc(Nc2ncc(Cl)cc2Cl)n(-c2ccccn2)n1
    -2%, 6, -1%, -14
O=c1cc(-c2cccc(F)c2)[nH]c2cc(F)ccc12
    7%[0.0915 µM], x, -2%[0.00818 µM], x
Cc1cc(Cl)ccc1NC(=S)NCc1ccco1
    x, -1, -3%, 20
Cc1cc(OC(=O)N2CCCCC2)cc(C)c1Cl
    7%, 16, -12%, 26
Cc1ccccc1NC(=S)NCCc1ccccc1
    x, x, u, u
O=P(O)(O)C(O)C(F)(F)C(F)(F)C(F)(F)C(F)F (stereo unspecified)
    3%, 5, 2%, u
Cc1ccc(-c2ccccc2NC(=O)C2C3C=CC(C3)C2C(=O)O)o1 (stereo unspecified)
    3%, -1, -7%, 35
c1ccc([C@H]2CC3C[C@@H](c4ccccc4)N2O3)cc1
    -9%, 4, 1%, 8
COc1ccc(C(=O)C(CN2CCCC2)c2ccccc2)cc1 (stereo unspecified)
    22%, 18, 2%, -16
CCOc1cc(C)nc(N2CCC(C(=O)Nc3ccccc3OCC)CC2)n1
    2%, -11, -2%, 0
CCc1nc(N2CCN(c3nc(C)cc(C)n3)CC2)c2oc3ccccc3c2n1
    -1%, -3, 2%, -21
COC(=O)c1ccnc(/C=N/O)c1
    x, -11, -1%, 204
N/C(=N\OC(=O)CCC1CCCC1)c1cccc([N+](=O)[O-])c1
    x, -2, 1%, -24
CC(C)N(C(=O)COC(=O)c1ccccc1C(=O)N1CCN(c2ccc(F)cc2)CC1)C(C)C
    -2%, -5, 0%, 36
CN(C)c1nc(N)c([N+](=O)[O-])c(NCCO)n1
    x, x, 2%, 4
O=c1ccc2ccc(O)cc2o1
    -17%, x, -1%, x
CN=C(N)/N=C(\N)Nc1cc2ccccc2c2ccccc12
    4%[11.4 µM], x, 5%[11.4 µM], x
O=C(/C=C/Nc1cccc([N+](=O)[O-])c1)c1cccs1
    -6%, 12, -1%, 24
Cc1c(-c2ccc(Cl)cc2)noc1C1CCN(CCc2ccccc2)CC1
    27%, 7, -8%, x
COc1cc(NC(=O)c2cc(C(C)C)on2)cc(OC)c1OC
    -2%, 4, 0%, 43
C=CCSc1nnc(Cc2cc(=O)[nH]c(=O)[nH]2)n1-c1cc(C)ccc1C
    -16%, -4, -4%, 23
COC(=O)c1ccc(/C=N/NC(=O)c2cccc(F)c2)cc1
    -3%, 7, 3%, u
N/C(=N\OC(=O)Cc1cccc2ccccc12)c1ccccn1
    11%, 0, -3%, 5
COc1ccccc1NC(=O)Cn1c(=O)n(CCc2c[nH]c3ccccc23)c(=O)c2cccnc21
    x, x, -1%, 22
COc1ccccc1/C=N/NC(=O)c1ccccc1NS(=O)(=O)c1ccc(C)cc1
    x, x, -5%, 53
CCOC(=O)c1nc(C)n(-c2ccc(Cl)cc2Cl)n1
    -16%[11.4 µM], 6[1.84 µM], -1%, u
O=C(COc1ccc(F)cc1)Nc1nccs1
    x, -12, 3%, 19

(list continues)
Below each SMILES – ALOX15B inhib, IMPase inh, ALOX12 inhib, PNC assembly inh
CCOC(=O)C(NC(=O)Nc1ncccn1)(Oc1ccccc1)C(F)(F)F (stereo unspecified)
    -3%, 8, 3%, 73
O=C(Nc1ccccc1N1CCOCC1)c1ccc2c(c1)C(=O)N(Cc1ccncc1)C2=O
    7%, 7, -4%, 34
Cn1c(N)c(C(=O)CCl)c(=O)n(C)c1=O
    0%, -1, -1%, -4
N#C/C(=C\c1cn(Cc2cccc(F)c2)c2ccccc12)C(=O)NCc1ccco1
    x, x, 2%, 35
CCN(CC)CCN1C(=O)C(=O)/C(=C(/O)c2ccc(Cl)cc2)C1c1ccncc1 (stereo unspecified)
    x, -5, 3%, u
CCOC(=O)N1CCN(C(=O)CN(Cc2ccc(Cl)cc2)S(=O)(=O)c2ccc(C)cc2)CC1
    4%, -2, -3%, 23
COc1cccc(/C=N/n2c(-c3ccco3)nc3ccccc3c2=O)c1OC
    x, x, 0%, 144
CCN(CC(=O)NC(=O)NC1CCCCC1)Cc1nc2ccccc2c(=O)[nH]1
    8%, 6, -1%, 10
COCCCn1c(SCc2nc3ccccc3c(=O)[nH]2)nc2ccccc2c1=O
    1%, -3, 1%, -2
O=C(CNC(=O)c1cccs1)NCCN1CCN(Cc2ccccc2)CC1
    10%, 2, -1%, u
CCC/C(=N/NC(=O)c1cccc(Cl)c1)c1ccccc1
    x, x, 2%, 17
Cc1ccc(Cl)cc1-c1ccc(C=Nc2ccc(N3CCOCC3)cc2)o1
    x, x, u, -3
C=CCn1cc(C(=O)NCc2ccco2)c(=O)c2cc(S(=O)(=O)N3CCCCCC3)ccc21
    -1%, -1, -12%, -25
COc1ccc(C)cc1S(=O)(=O)N1CCN(S(=O)(=O)c2cc(C)ccc2OC)C(C)C1 (stereo unspecified)
    5%, 18, 1%, 21
CCCc1cc(-n2cnc3ccccc32)n2c(nc3ccccc32)c1C#N
    3%, -8, -4%, 6
S=C1SCN(CCN2CCOCC2)CN1Cc1ccccc1
    u, 4, -3%, -6
Cc1nc(SCC#N)c2c3c(sc2n1)CCC3
    -2%, 9, -3%, 37
CCNC(=S)SCCOc1ccc(C)cc1
    x, x, -16%, 22
Cc1onc(-c2ccccc2Cl)c1C(=O)NCc1ccccn1
    -1%, -3, 3%, u
Cc1nc(-c2cccc(NS(=O)(=O)c3ccccc3)c2)cs1
    -6%, 5, -6%, -3
